High-throughput results deposited in PubChem BioAssay by The Scripps Research Institute Molecular Screening Center.
ADAM17 inh: ADAM17 inhibition, QFRET primary screen; P78536; recombinant ADAM17, EDANS/DABCYL FRET peptide cleavage; inhibition, % at 6.95 µM; hit rate 0.83% among 370,000;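 active means inhibition above the mean of compounds lying between control limits plus 3 SD, set per campaign, cut at about 8.5% in these data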;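 further: 0% = DMSO-only wells as the low control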
ASAP1 GAP inh: ASAP1 ArfGAP inhibition. Q9ULH1. ASAP1-stimulated ARF1 GTP hydrolysis, GDP FP detection. inhibition, % at 16.5 µM. hit rate 0.19% among 360,000. AID 624377; in the data active means inhibition above about 25%;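 further: 0% = vehicle with enzyme and substrate and 100% = no enzyme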
KLK7 zymogen act: proKLK7 (human) activation, primary screen. activation, % at 7 µM. purified proKLK7, EDANS-DABCYL substrate fluorescence; 100% is mature enzyme control, 0% vehicle. hit rate 0.9% among 370,000. P49862;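 active means activation above the mean of all tested compounds plus 3 SD, computed per campaign excluding outliers beyond control limits, cut at about 13% in these data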
PLC-gamma1 inh: inhibitors of human phospholipase C gamma1; purified PLC-gamma1, fluorogenic substrate, fluorescence; inhibition, % at 12.2 µM; hit rate 0.84% among 370,000; in the data active means inhibition above about 9.5%
PLCb3 inh: inhibitors of human phospholipase C beta3; hit rate 0.18% among 370,000; inhibition, % at 12.2 µM; Q01970; Purified PLC-beta3, fluorogenic substrate, fluorescence; in the data active means inhibition above about 11%;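 further: 0% = median of compound wells on plate and 100% = full blocker control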
Target sequence (Q01970 whole entry, looked up): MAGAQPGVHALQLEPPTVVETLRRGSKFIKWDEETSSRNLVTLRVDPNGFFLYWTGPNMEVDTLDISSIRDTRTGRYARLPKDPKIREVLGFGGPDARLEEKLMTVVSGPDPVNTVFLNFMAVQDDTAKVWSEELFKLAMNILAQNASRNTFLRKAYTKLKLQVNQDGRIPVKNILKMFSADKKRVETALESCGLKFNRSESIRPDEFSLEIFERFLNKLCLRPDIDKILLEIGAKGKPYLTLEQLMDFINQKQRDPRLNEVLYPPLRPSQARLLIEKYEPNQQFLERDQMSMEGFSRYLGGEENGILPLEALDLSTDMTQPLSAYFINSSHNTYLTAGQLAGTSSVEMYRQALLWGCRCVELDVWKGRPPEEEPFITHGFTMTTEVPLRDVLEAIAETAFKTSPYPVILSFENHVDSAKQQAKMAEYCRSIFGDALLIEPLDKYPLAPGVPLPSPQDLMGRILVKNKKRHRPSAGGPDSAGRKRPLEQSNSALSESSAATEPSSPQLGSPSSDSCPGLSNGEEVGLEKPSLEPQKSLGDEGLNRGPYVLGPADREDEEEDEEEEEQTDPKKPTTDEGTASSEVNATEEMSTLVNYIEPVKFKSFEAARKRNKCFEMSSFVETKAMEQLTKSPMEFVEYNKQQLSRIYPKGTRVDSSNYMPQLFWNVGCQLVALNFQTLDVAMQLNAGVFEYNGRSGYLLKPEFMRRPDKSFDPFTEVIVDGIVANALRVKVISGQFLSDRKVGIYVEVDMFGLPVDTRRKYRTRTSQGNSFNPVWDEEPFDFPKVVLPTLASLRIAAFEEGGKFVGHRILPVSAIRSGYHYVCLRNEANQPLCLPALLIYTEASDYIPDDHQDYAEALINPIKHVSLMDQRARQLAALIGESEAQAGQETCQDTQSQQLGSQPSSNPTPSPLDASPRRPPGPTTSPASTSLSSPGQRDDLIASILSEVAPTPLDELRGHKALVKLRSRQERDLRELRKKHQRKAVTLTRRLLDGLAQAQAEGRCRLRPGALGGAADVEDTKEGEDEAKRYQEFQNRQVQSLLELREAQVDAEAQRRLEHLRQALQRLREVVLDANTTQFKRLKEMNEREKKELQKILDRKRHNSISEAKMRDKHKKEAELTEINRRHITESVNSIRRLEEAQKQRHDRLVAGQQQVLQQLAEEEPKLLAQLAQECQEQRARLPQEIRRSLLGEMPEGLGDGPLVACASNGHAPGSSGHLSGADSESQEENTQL
MBD2 DNA inh: blocks human MBD2 binding to methylated DNA; Q9UBB5; TR-FRET, MBD2 binding to methylated oligonucleotide; inhibition, % at 4.4 µM; hit rate 0.31% among 370,000; AID 686964; in the data active means inhibition above about 13%
Tn6 DDE FP: inhibitors of Tn6 peptide binding to human fibrin DD(E) | inhibition, % at 8.3 µM | Fibrin DD(E) TRITC-Tn6 fluorescence polarization displacement | hit rate 0.21% among 370,000 | P02675;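 active means inhibition above a per-campaign cutoff: mean of compounds within control limits plus 3 SD, cut at about 15% in these data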;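 further: 0% = median of all compound wells on the plate and 100% = blocking peptide control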
Tn7 DDE FP: DD(E)-Tn7 binding inhibition, primary FP screen; inhibition, % at 8.3 µM; hit rate 0.13% among 370,000; FP displacement of FITC-Tn7 peptide from fibrin DD(E); 0% = median of compound wells per plate;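 active means inhibition above the mean of compounds falling within the control limits plus 3 SD of them, cut at about 14% in these data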;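 further: 0% = plate median of compound wells and 100% = 10 µM Aha-Tn7 peptide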
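system = human fibrin DD(E) protein | quantity = DD(E) 2 µM final | medium = Tris/NaCl/CaCl2 buffer, pH 7.8 | also added = labelled Tn7 tracer, 0.1 µM | compound dosing = single point at 8.3 µM | timing = compound with protein 10 min, then 3 h after probe, room temperature | signal = FP measurement | benchmarks = Aha-Tn7 high control | repeats = one replicate per compound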
ARFGAP1 inhibitor: rat ARFGAP1 inhibition; Arfgap1-stimulated ARF1 GTP hydrolysis, GDP FP detection; hit rate 0.26% among 360,000; inhibition, % at 16.5 µM;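 active means inhibition above a per-plate limit, mean inhibition of low control wells plus 3 SD, cut at about 25% in these data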;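 further: 0% = DMSO wells with enzyme and 100% = wells lacking Arfgap1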
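Repeats: one replicate per compound; assay system: rat Arfgap1 catalytic domain, aa 1-136; times: enzyme reaction 120 min at 25 °C after 20 min preincubation; detection: FP of antibody-bound GDP Alexa 633 tracer, ex 620/em 688 nm; benchmarks: high control wells lacking Arfgap1, low control full reaction with DMSO; reagent: human ARF1(Δ1-17)-GTP substrate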
UHRF1 binding: blocks human UHRF1 binding to methylated DNA | Q96T88 | UHRF1 binding to methylated oligo, TR-FRET | inhibition, % at 4.4 µM | hit rate 0.75% among 370,000 | AID 687016; in the data active means inhibition above about 21%;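 further: UHRF1 SRA domain binding a hemimethylated CpG hairpin DNA probe; 0% = median of test compound wells and 100% = reference inhibitor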
Active calls of the source: *; x = no result given.

SMILES	ADAM17 inh	ASAP1 GAP inh	KLK7 zymogen act	PLC-gamma1 inh	PLCb3 inh	MBD2 DNA inh	Tn6 DDE FP	Tn7 DDE FP	ARFGAP1 inhibitor	UHRF1 binding
CCOc1ccc(-n2c(SCC(=O)NCc3ccco3)nc3c([nH]c4ccccc43)c2=O)cc1	-12.6	-4.6	-1.2	-4.3	-10.1	-3.9	1.5	-1.0	0.7	0.2
CCN1C(=O)/C(=C/c2cnn(CC)c2C)SC1=S	1.4	-4.1	-0.3	7.4	3.7	-0.2	7.3	-12.8	2.9	2.6
CC[C@@]1(c2cccc(Cl)c2)C(=O)N(C(=O)OC(C)C)N1C(=O)OC(C)C	-0.2	x	0.9	1.0	3.4	-3.0	1.9	6.3	x	-1.7
CNC(=S)N1C2CCC1CC(NC(=O)NC13CC4CC(CC(C4)C1)C3)C2 (stereo not given)	-3.9	0.8	0.3	1.2	-1.2	4.9	-2.3	-0.8	-8.2	0.3
Cc1ccc(N=C2NC(=O)C(CC(=O)NCc3ccccc3)S2)cc1C (stereo not given)	6.1	3.4	0.0	0.6	-1.3	-2.9	-3.6	-1.6	-1.7	-0.6
CCNC(=S)NNc1nc(N2CCCCC2)nc(N2CCOCC2)n1	-3.1	-0.1	-0.4	4.5	-3.1	5.2	-3.6	-3.1	-4.3	3.0
CC1(C)CC(NC(=S)Nc2ccc([N+](=O)[O-])cc2)CC(C)(C)N1	-2.4	3.3	-0.3	2.1	0.4	-1.4	-0.6	0.9	10.8	2.6
Cc1ccnc(NC(=O)CCC(=O)N(CC(=O)NCc2ccc(F)cc2)c2ccc(F)cc2)c1	0.2	4.0	-0.3	0.7	-4.5	-2.3	-1.2	2.7	12.8	0.1
COc1ccc(NC(=O)C2(C)Cc3c(-c4ccc(N(C)C)cc4)ccnc3O2)cc1 (stereo not given)	-233.6	-7.0	-8.3	-364.5	-467.9	-3.2	-5.7	3.6	0.4	0.0
COc1ccc([C@@H]2[C@@H]3C(=O)N(C(C)(C)C)C(=O)[C@@H]3[C@]3(Cc4ccc(Cl)cc4)C(=O)N(c4ccc(Br)cc4)C(=O)N23)cc1	2.1	6.2	-0.4	-0.5	1.9	0.9	4.3	6.4	10.8	-0.4
Cc1ccc(CN2CCN(c3cccc4[nH]ccc34)CC2)cc1	-2.5	1.5	0.3	1.6	-0.8	-1.4	-2.9	-2.2	12.9	-0.4
COc1ccc(OCC(O)CNC(=O)Nc2cc(C)cc(C)c2)cc1 (stereo not given)	-4.0	1.3	0.5	-3.5	-4.0	3.4	7.7	6.7	-2.8	-2.4
COC(=O)c1ccc(C)c(NC(=O)CCCN2C(=O)CN(C)C2=O)c1	-9.7	-13.4	0.1	-3.1	-0.5	-0.7	-0.8	-6.0	-6.9	0.6
COc1ccc(-c2csc(NCCc3nc4cc(Cl)c(N5CCCCC5)cc4n3CCOCCO)n2)cc1	3.8	0.7	-0.1	-9.2	-9.7	0.0	-4.1	-4.8	6.2	-1.4
CC(=O)c1ccc2c3c(cccc13)C(=O)N(c1c(C)nn(C)c1C)C2=O	-0.6	-0.9	-0.5	-2.5	-1.2	-1.6	0.2	0.8	-2.1	-2.8
COc1ccc(NC(=O)NC2(C(=O)N3CCOCC3)CCCCC2)cc1	-1.5	4.3	0.1	-2.3	-5.0	-0.2	2.1	-0.3	-4.2	-1.3
CCOC(=O)C1=C(C)C2C3C(=O)N(c4ccc(C)cc4C)C(=O)C3C1(C)C1C(=O)N(c3ccc(C)cc3C)C(=O)C21 (stereo not given)	1.3	-3.7	0.0	2.3	0.9	-1.9	-4.3	1.6	9.2	-4.0
CC1=C(C(=O)N(C)C)CC(CC(=O)NC2CCCCC2)C(=O)N1CCC1=CCCCC1 (stereo not given)	3.4	2.2	0.8	4.3	4.4	-4.5	-0.9	-6.2	0.7	3.6
COc1ccc(N2C(=O)CCC(C(=O)NCCN3CCOCC3)C2c2ccc(OC)c(OC)c2)cc1 (stereo not given)	-0.3	12.7	-0.1	-0.8	-4.4	-1.6	2.5	-3.3	-6.6	1.7
CN(C)C(=O)N1CCC(C(=O)NCC2CCCO2)CC1 (stereo not given)	-3.2	-0.6	0.1	0.0	1.6	5.7	-1.0	5.5	-3.4	2.2
CC(=O)N1CCN(S(=O)(=O)c2cccc(C(=O)NC3CCCC(C)C3C)c2)CC1 (stereo not given)	0.3	-9.6	-0.5	1.2	4.7	-0.7	4.2	-15.3	15.2	1.0
COc1cc(C(=O)NCc2nnc(SCC(=O)NCc3ccco3)o2)cc(OC)c1OC	-3.6	-9.3	0.0	1.6	-0.5	2.1	-4.3	-7.0	3.9	-1.4
CC(C)NC(=O)C1(C)CCN1C(=O)c1cccc(F)c1 (stereo not given)	-4.1	-8.3	0.3	2.9	3.0	1.8	3.8	4.8	2.0	6.7
Cc1cc(-c2c(C)[nH]n(-c3ccc(Cl)cc3)c2=O)n(-c2ccc(Cl)cc2)n1	-2.7	5.2	0.3	3.0	-1.4	3.1	-1.8	5.8	6.6	2.3
CCN(CC)c1ccc(/C=N/NC(=O)CNC(=O)c2ccccn2)cc1	-42.1	3.0	-1.7	-23.1	-27.6	3.0	-6.2	-0.2	18.9	4.7
Further entries:
SMILES	ADAM17 inh	ASAP1 GAP inh	KLK7 zymogen act	PLC-gamma1 inh	PLCb3 inh	MBD2 DNA inh	Tn6 DDE FP	Tn7 DDE FP	ARFGAP1 inhibitor	UHRF1 binding
CCS(=O)(=O)N1CCC(C(=O)NCc2ccc(F)cc2)CC1	4.2	-3.7	0.2	9.2	5.7	0.0	-2.0	-7.0	0.5	-0.5
COc1ccc(/C=N/c2nc3ccccc3n2C)cc1OC	-4.9	10.0	-0.5	-1.4	-3.9	4.1	-4.6	4.0	7.7	-1.0
Cc1ccc(-n2nnnc2SCC(=O)NC2CCCc3ccccc32)cc1 (stereo not given)	0.0	6.0	0.6	0.2	-2.4	-1.9	6.7	-2.1	3.0	1.1
O=[N+]([O-])c1ccc(N2CCN(CCO)CC2)cc1Sc1ccccn1	2.0	1.5	0.1	2.6	3.9	-7.0	-2.2	3.4	0.5	-4.8
CC(NC(=O)c1cc2cc(Cl)ccc2oc1=N)c1ccccc1 (stereo not given)	-6.8	-2.3	0.5	-0.2	-7.1	1.4	-0.8	-1.1	2.2	1.4
O=C(NCCOC(=O)c1ccc(S(=O)(=O)N2CCOCC2)cc1)c1cccnc1	-3.7	-7.7	0.1	0.1	-0.1	-1.6	8.5	0.9	-10.4	-1.1
CC1(C)CC2CC(C)(CN2C(=O)Cc2ccccc2)C1 (stereo not given)	-2.4	5.2	0.4	-0.1	-0.5	6.2	4.1	-4.1	-12.2	0.6
CCOc1ccc(NC(=O)NCC2CCN(c3ccc(OC)cc3)C2)cc1 (stereo not given)	-0.7	-9.8	0.3	-2.0	-1.6	3.2	8.8	-6.8	-5.2	0.6
NS(=O)(=O)c1ccc(CCN=C(NS(=O)(=O)c2cccs2)c2ccccc2)cc1	-2.9	-8.1	0.2	1.4	-2.5	-7.3	-0.8	-0.8	-5.2	-1.9
Cc1c(NC(=O)CCc2ccc(S(=O)(=O)N3CCOCC3)cc2)c(=O)n(-c2ccccc2)n1C	-5.0	-4.6	-0.6	-3.3	1.5	4.0	-2.2	4.6	5.2	2.2
C=CCn1c(CNC(=O)c2ccccc2F)nnc1SCC(=O)NC(C)c1ccccc1 (stereo not given)	-0.9	1.4	-0.5	4.1	-6.3	-2.7	-3.0	-3.0	5.7	5.3
CCCCOC(=O)CCc1c(C)[nH]c(=O)c(C#N)c1C	-3.8	9.8	0.1	8.0	-1.0	-1.6	-3.5	3.5	14.6	-1.2
Cc1ccc(SCc2cc(=O)c3c(=O)n(-c4ccccc4)[nH]c3[nH]2)cc1	10.0*	-1.7	0.4	5.0	-2.1	-4.0	-4.3	-8.7	7.8	2.7
COc1ccc(C2CC(C(C)(C)C)=NN2c2ccc(S(N)(=O)=O)cc2)cc1 (stereo not given)	-1.4	5.3	-2.2	-18.0	-22.8	-1.8	5.2	2.2	-11.1	-2.1
O=C(O)CNc1nc(NCc2ccc(Cl)cc2)ccc1[N+](=O)[O-]	3.1	-2.2	-0.2	6.3	5.9	-5.6	0.8	5.0	-14.9	-1.4
COc1ccc(C)cc1NC(=O)NNC(=O)c1cc2ccccc2cc1O	-0.6	12.9	-3.3	-125.5	-168.1	1.3	-3.7	0.4	-7.1	-2.4
CC(C)CNC(=O)C1(C)CCCCCN1C(=O)c1cc2ccccc2s1 (stereo not given)	2.4	15.8	0.2	13.9*	6.8	4.4	-7.4	-1.9	-11.0	4.0
Clc1cccc(OCCCN2CCCC2)c1Cl	-4.5	9.4	0.3	0.4	-1.2	-3.4	1.4	10.6	5.3	3.4
COCCNc1nc(N2CCCCC2)c2cnn(C)c2n1	4.8	-5.7	-0.4	-1.4	-6.1	-2.5	11.2	-0.3	2.9	3.1
CC1=C(C(=O)Nc2cccnc2)C(c2cccnc2)n2ncnc2N1 (stereo not given)	1.9	-13.2	0.1	2.8	-2.6	2.4	1.2	-5.0	3.8	2.9
Cn1c(SCC(=O)N/N=C/C=C\c2ccccc2[N+](=O)[O-])nc2ccccc21	-1.9	9.5	0.0	-1.8	0.6	3.5	-1.7	6.8	-3.0	2.7
COc1ccccc1C(=O)NCC(=O)N/N=C/c1ccc2c(c1)OCO2	-1.3	-7.1	0.7	-0.7	-3.7	-1.6	-2.9	0.0	4.4	-1.9
COc1cccc(NC(=O)Nc2nc3ncccn3c2-c2ccc(C)cc2)c1	-14.8	x	-1.5	-180.4	-226.4	4.0	-2.8	6.5	x	-2.0
COc1ccc(-n2c(SC3CCOC3=O)nc3ccccc3c2=O)cc1OC (stereo not given)	-6.0	2.2	0.0	-2.7	-2.8	2.0	1.2	-1.3	9.8	2.9
CSc1ccc(/C=C(\C(=O)O)c2ccc(S(=O)(=O)N3CCCCC3)s2)cc1	-216.9	9.2	-3.6	-174.6	-170.4	-2.8	-1.0	5.2	-2.9	4.0
COc1ccc(-n2ccc(=O)c(C(=O)O)n2)c(OC)c1	-3.9	-0.3	0.3	-30.0	-46.1	0.9	-1.8	0.9	8.0	-0.2
O=C(CSc1nc2ccccc2s1)NC1CCS(=O)(=O)C1 (stereo not given)	0.5	-8.3	-0.1	-1.2	-2.9	-0.2	-4.3	2.6	4.5	-0.4

For convenience, 4 of the compounds above.
SMILES	ADAM17 inh	ASAP1 GAP inh	KLK7 zymogen act	PLC-gamma1 inh	PLCb3 inh	MBD2 DNA inh	Tn6 DDE FP	Tn7 DDE FP	ARFGAP1 inhibitor	UHRF1 binding
COc1ccc(-n2c(SC3CCOC3=O)nc3ccccc3c2=O)cc1OC (stereo not given)	-6.0	2.2	0.0	-2.7	-2.8	2.0	1.2	-1.3	9.8	2.9
CSc1ccc(/C=C(\C(=O)O)c2ccc(S(=O)(=O)N3CCCCC3)s2)cc1	-216.9	9.2	-3.6	-174.6	-170.4	-2.8	-1.0	5.2	-2.9	4.0
COc1ccc(-n2ccc(=O)c(C(=O)O)n2)c(OC)c1	-3.9	-0.3	0.3	-30.0	-46.1	0.9	-1.8	0.9	8.0	-0.2
O=C(CSc1nc2ccccc2s1)NC1CCS(=O)(=O)C1 (stereo not given)	0.5	-8.3	-0.1	-1.2	-2.9	-0.2	-4.3	2.6	4.5	-0.4
